Source: PubChem
D1 ag: agonists of human D1 dopamine receptor; P21728; HEK293 T-REx D1 cells, calcium flux, agonist mode; activation, % at 2 µM; 360,000 tested, 1% active; AID 504660; in the data active means activation above about 30%; further: 0% is about no effect
Target sequence (P21728 whole entry, looked up): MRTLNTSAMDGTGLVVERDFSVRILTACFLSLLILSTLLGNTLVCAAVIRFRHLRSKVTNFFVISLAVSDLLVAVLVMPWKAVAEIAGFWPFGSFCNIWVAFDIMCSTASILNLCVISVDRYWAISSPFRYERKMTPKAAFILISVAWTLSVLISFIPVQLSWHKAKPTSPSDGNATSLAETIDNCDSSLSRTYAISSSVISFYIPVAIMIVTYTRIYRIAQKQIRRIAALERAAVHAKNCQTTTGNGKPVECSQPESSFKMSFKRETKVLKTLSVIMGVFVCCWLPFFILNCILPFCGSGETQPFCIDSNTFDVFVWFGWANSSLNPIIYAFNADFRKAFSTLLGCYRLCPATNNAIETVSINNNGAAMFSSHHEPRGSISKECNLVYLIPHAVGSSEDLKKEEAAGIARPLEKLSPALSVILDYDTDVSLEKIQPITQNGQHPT
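Inducible HEK293 T-REx D1 cells, force-coupled to calcium signalling, were plated at 4000 cells/well with tetracycline and held overnight at 30 C. After no-wash calcium dye loading, compound-evoked calcium rise over 180 s flagged agonists.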
RXFP1 agonist: agonists of human relaxin receptor RXFP1. Q9HBX9. HEK293T-RXFP1 cAMP TR-FRET, 30 min; response scale: percent of porcine relaxin response, buffer zero. Potency, µM (top dose mostly 57.5 µM), for the others: at the highest dose activation, hits mostly activators. 370,000 tested, 0.3% active; further: potency means the concentration at half of the fitted maximal effect; on the % scale 0 is the no-effect control and ±100 the full control effect; nearly all actives have a fitted effect of over 60% in size; many of its hits are not listed in these tables
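HEK293 cells stably expressing RXFP1, treated 30 min at 37C with compounds plus PDE4 inhibitor Ro 20174; cAMP measured by HTRF TR-FRET. Normalized to buffer and 29 nM porcine relaxin; EC50 by Hill fit.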
D1 antag: blocks dopamine activation of the human D1 receptor | P21728 | HEK293 TREx D1 cells, calcium flux, dopamine EC80; hits give low values | activity change, negative = inhibition, % at 10 µM | 360,000 tested, 3.2% active; in the data active means activity change below about -30%; further: on the % scale 0 is the no-effect control and ±100 the full control effect
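After overnight tetracycline induction at 30 C, force-coupled D1 HEK293 cells took up a no-wash calcium dye at room temperature. Compounds were added and monitored 180 s, and the response to EC80 dopamine was then recorded.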
Vif-A3F inh: inhibitors of Vif-A3F interaction | HeLa A3F-eYFP + Vif (tagged APOBEC3F with the HIV-1 protein that degrades it), YFP fluorescence increase | AID 602313 | 390,000 tested, 0.2% active | Potency, µM (highest dose often 46.1 µM), for inactives: at the highest dose activity, negative = active; further: potency means the concentration at half of the fitted maximal effect; % of control where 0% means no effect; nearly all actives have a fitted effect of over 65% in size
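Fluorescence increase (Ex 488/Em 500-530) after overnight compound treatment at 37 deg C flags inhibition of Vif-driven A3F-eYFP loss in stable HeLa A3F-eYFP/Vif cells seeded overnight beforehand.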
D2 potentiator: positively modulates the human D2 dopamine receptor allosterically. P14416. potentiation, % at 10 µM. HEK293 T-REx D2, calcium flux, EC20 dopamine potentiation. 340,000 tested, 0.34% active;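 active means potentiation over 3 SD above the plate norm, cut at about 30% in these data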; further: 0% is about no effect
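Potentiation of an EC20 dopamine calcium response is measured in a force-coupled, tetracycline-inducible Hek293 Trex D2 line. Compound-only kinetic reads over 180 s flag agonists before dopamine addition.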
GRP78 ERSR act: ER stress response induction in glioma. U87-MG GRP78 promoter luciferase reporter, 16 h. 420,000 tested, 0.02% active. AID 602332. Potency, µM, inactives show top-dose activation, actives largely listed as activators; further: potency means the concentration at half of the fitted maximal effect; series mostly up to about 76 µM; % of control where 0% means no effect; nearly all actives have a fitted effect of over 35% in size
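Stably transfected U87-MG human glioma cells carrying a GRP78-based luminescent sensor were seeded at 1000 cells/well, pin-dosed with compounds and incubated 16 h. Luciferase reagent was then added, and end-point luminescence was read after 10 min at room temperature.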
D1 PAM: potentiators of human D1 dopamine receptor | P21728 | HEK293 TREx D1 cells, calcium flux, dopamine EC20 potentiation | potentiation, % at 10 µM | 360,000 tested, 0.036% active; in the data active means potentiation above about 30%; further: 0% is about no effect
RXFP1 antag: RXFP1 (human) relaxin receptor antagonism | Q9HBX9 | HEK293-RXFP1, relaxin-stimulated cAMP HTRF, 30 min; hits give low values | activity change, negative = inhibition, % at 57.5 µM | 350,000 tested, 0.59% active | AID 1259400;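 active means activity change of -60% or lower, but not beyond a set lower limit; inconclusive means change between -60% and -40%, or beyond the set limit; inactive means change above -40%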; further: on the % scale 0 is the no-effect control and ±100 the full control effect
Vif-A3G inh: Vif-A3G binding inhibition. Q9HC16. HeLa A3G-eYFP + Vif (tagged APOBEC3G with the HIV-1 protein that degrades it), YFP fluorescence, overnight. Potency, µM (top dose mostly 46.1 µM), for the others: top-dose activity, negative = active, hits mostly inhibitors. 410,000 tested, 0.076% active. AID 602310;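 further: potency means the concentration at half of the fitted maximal effect; on the % scale 0 is the no-effect control and ±100 the full control effect; nearly all actives have a fitted effect of over 60% in size; hits raise eYFP signal because A3G escapes Vif-driven loss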
Target sequence (Q9HC16 whole entry, looked up): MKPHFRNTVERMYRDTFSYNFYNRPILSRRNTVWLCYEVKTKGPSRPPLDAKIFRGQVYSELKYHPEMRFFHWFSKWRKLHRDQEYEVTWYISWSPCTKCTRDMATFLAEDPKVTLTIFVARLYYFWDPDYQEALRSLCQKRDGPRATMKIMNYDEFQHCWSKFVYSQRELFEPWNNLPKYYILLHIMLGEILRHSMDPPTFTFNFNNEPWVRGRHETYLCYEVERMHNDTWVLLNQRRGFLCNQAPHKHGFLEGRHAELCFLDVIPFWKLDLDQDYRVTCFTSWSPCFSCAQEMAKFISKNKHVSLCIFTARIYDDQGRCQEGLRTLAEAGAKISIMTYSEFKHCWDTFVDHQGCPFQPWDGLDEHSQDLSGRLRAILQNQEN
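Read-out is eYFP fluorescence (Ex 488/Em 500-530) from Vif-expressing HeLa A3G-eYFP cells; more signal means A3G escaped Vif-mediated degradation. Cells plated overnight, compound pinned in, incubated overnight at 37 deg C.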
* = called active by the depositor; ? = inconclusive; nt = not tested or not shown; & = joins results of further samples; [ ] = remark or other dose. Unless noted, the call rests on the fitted dose curve; in most records, active means well fitted curve in the direction sought with a large enough effect; inconclusive means small, poorly fitted or top-dose-only effect, or another doubt; inactive means no such curve, though single readings can be large; an effect the other way counts as inactive or inconclusive. Not all compounds are listed, so the mix of outcomes need not match the whole.

Below each SMILES – D1 ag	RXFP1 agonist	D1 antag	Vif-A3F inh	D2 potentiator	GRP78 ERSR act	D1 PAM	RXFP1 antag	Vif-A3G inh
Cc1ccccc1N1CCN(S(=O)(=O)c2nnc(NC(=O)c3ccccc3)s2)CC1
    2	-0.5%	-9	0%	-10	-3%	-4	-19	-1%
CCOc1ccc(S(=O)(=O)NC(Cc2c[nH]c3ccccc23)C(=O)O)cc1 (stereo not drawn)
    2	0.5%	1	-1%	nt	-2%	6	11	0%
COc1ccc(C#CC2=CC(=O)CC(C)(C)C2)cc1
    nt	nt	nt	-6%	nt	11%	nt	8	-28%
CCOc1ccc(-c2nc(SCC(=O)Nc3cc(F)ccc3F)n3[nH]c(=O)cc3n2)cc1
    1	3.1%	9	-4%	2	-2%	-2	-6	2%
COc1ccc(N2CCN(C(=O)c3cc(N4C(=O)C5C6CCC(C6)C5C4=O)ccc3Cl)CC2)cc1 (stereo not drawn)
    4	0.6%	-17	1%	11	-5%	4	-4	-2%
CCC(CC)c1nc2cc(OC)c(OC)cc2c(=O)o1
    2	3.8%	-12	2%	-9	-3%	-8	1	0%
COc1ccccc1Cn1c(=O)c2ccccc2n2c(SCC(=O)N3CCCCC3)nnc12
    0	-1.1%	8	-3%	-2	-5%	0	5	-1%
Cc1cccc(CSc2ncc(CO)n2Cc2ccc(F)cc2)c1
    1	0.5%	-17	3%	-19	-4%	-2	nt	-3%
COc1ccc(C2SCCN2C(=S)Nc2ccc(Cl)cc2)cc1 (stereo not drawn)
    28	0.4%	-5	?	6	3%	-4	nt	-1%
Cc1ccc(CNC(=O)CCC(=O)Nc2nnc(C)s2)cc1
    3	2.8%	0	1%	1	-1%	0	2	2%
CCCc1cc(=O)[nH]c(SCCc2ccccc2)n1
    2	-0.6%	-9	-1%	-15	0%	-9	-6	-13%
c1ccc(CCc2nn3c(Cn4cnc5ccccc54)nnc3s2)cc1
    16	2.4%	-20	2%	-5	-1%	-6	-5	-1%
COCCn1c(C)cc(C(=O)CSc2cc(C)c3ccc(OC)cc3n2)c1C
    1	4.4%	-13	-13%	7	-3%	5	0	-10%
O=C(CSc1cn(CCNC(=O)c2ccccc2)c2ccccc12)NCC1CCCO1 (stereo not drawn)
    7	-0.4%	-5	-8%	2	3%	-2	6	0%
CCOC(=O)C1CCN(C(=O)c2cc3c(s2)-c2ccccc2OC3)CC1
    1	?	1	1%	-10	-3%	-2	-17	-1%
O=C(N=c1ccn(-c2nc3ccccc3nc2NS(=O)(=O)c2ccc(Cl)cc2)cc1)c1cccs1
    3	-31%[inhibitor]	6	7.9µM*	-7	-4%	-2	4	-14%
CCOC(=O)/C=C/C(=O)OCC(=O)Nc1ccc(Cl)cc1Cl
    1	1.8%	-23	-2%	0	-2%	-7	-4	-1%
O=C(NC1CCCc2ccccc21)c1ccc(=O)[nH]c1 (stereo not drawn)
    1	-3.1%	-39*	-7%	-3	-1%	-2	8	0%
CCCc1nc(SCC(=O)NCC2CCCO2)c2c(=O)n(C)c(=O)n(C)c2n1 (stereo not drawn)
    2	?	-7	-3%	-5	-4%	-5	-3	1%
COc1ccccc1N(C(=O)CCl)c1cn(C(C)=O)c2ccccc12
    1	0.0%	1	4%	-17	-13%	-2	3	?
O=C(Cn1nc(Cc2cccnc2)c2ccccc2c1=O)Nc1cccnc1Cl
    4	15%	-9	-9%	-5	-8%	-3	-8	-1%
O=S(=O)(c1ccc(Br)cc1)c1nc(-c2ccccc2)oc1NCc1cccnc1
    5	-1.2%	-4	2%	24	-2%	-2	8	-7%
CCc1ccccc1N(CC(=O)NCc1ccco1)C(=O)CCC(=O)Nc1nccs1
    2	0.0%	-6	5%	nt	-2%	-6	1	-4%
CC1CCN(c2c(NCc3ccc(C(=O)N(C)C4CCCCC4)cc3)c(=O)c2=O)CC1
    2	4.6%	-6	-5%	-4	-3%	-6	-2	-11%
COc1ccc(S(=O)(=O)NCCc2c[nH]c3ccc(Cl)cc23)cc1
    4	0.3%	-1	11%	18	-3%	-3	2	-1%
CN(C)S(=O)(=O)c1cccc(C(=O)NC2CCCc3ccccc32)c1 (stereo not drawn)
    1	3.0%	-12	-14%	-8	-1%	-9	10	-1%
COc1cccc2c1cc1c(=O)n(CC(=O)NCCCN3CCN(C)CC3)nc(C)n12
    3&0	7.5%&1.6%	0&-6	0%&-9%	4&0	-3%&-2%	-2&-5	-10&10	0%&-6%
CC(C)Nc1nnc(SCc2cc(=O)n3ccsc3n2)s1
    2	-0.1%	-18	-1%	4	0%	11	0	-2%
CSc1ncccc1C(=O)NCCc1ccc(S(N)(=O)=O)cc1
    2	0.6%	-6	3%	1	-1%	-6	-24	0%
COc1ccccc1NC(=O)c1nn(-c2cccc(C(F)(F)F)c2)ccc1=O
    0	0.9%	-17	-12%	-6	0%	-2	9	0%

Remaining list, next part.
Below each SMILES – D1 ag	RXFP1 agonist	D1 antag	Vif-A3F inh	D2 potentiator	GRP78 ERSR act	D1 PAM	RXFP1 antag	Vif-A3G inh
COc1ccc(-c2csc3ncnc(Oc4ccc5c(C)cc(=O)oc5c4)c23)cc1
    3	-0.6%	1	2%	3	-4%	0	-9	-9%
Cc1ccc(NC(=O)CN2CCCCCC2)cc1[N+](=O)[O-]
    -1	0.1%	-8	-15%	-1	3%	-4	-10	2%
Cc1ccccc1OCCCC(=O)Nc1nccs1
    1	1.2%	19	-4%	-22	-2%	-8	-4	1%
COc1ccc(NC(=O)c2cccc(OS(=O)(=O)N(C)C)c2)cc1
    8	0.1%	-12	6%	8	-2%	-6	2	2%
CN(c1ccccc1)S(=O)(=O)c1cccc(NC(=O)CN2CCCc3ccccc32)c1
    1	0.0%	-11	?	-23	-5%	-4	-23	-8%
Cc1cc(C)cc(-n2c(C)nc3cc(C(=O)NCc4ccccc4Cl)ccc32)c1
    12	3.9%	-4	2%	9	4%	-2	-16	0%
Cc1ccc(C)c(NC(=O)CCN2CCN(C)CC2)c1
    11	-0.1%	-9	0%	9	-4%	8	3	1%
CC1(C)NC(=O)N(CC(=O)Nc2cc(C(F)(F)F)cc(C(F)(F)F)c2)C1=O
    3	0.1%	-4	13%	2	2%	9	0	-1%
Cc1ccc(S(=O)(=O)NCCC(=O)OCC(=O)NCCc2ccccc2)cc1C
    3	-0.3%	-6	-9%	6	-1%	-2	-6	1%
Cc1ccc(C2=CC(=O)C[C@H](c3ccc(Cl)cc3)C2)cc1
    5	-1.4%	1	1%	8	-4%	2	nt	1%
CC(=O)Nc1ccc(C2(c3ccc(NC(C)=O)cc3)C(=O)Nc3ccccc32)cc1
    8	1.6%	20	-4%	nt	0%	-7	-11	-3%
O=C(COC(=O)CCCC1=NS(=O)(=O)c2ccccc2N1)Nc1ccc(Br)cc1
    1&2	1.5%&4.0%	-7&6	-1%&-8%	1&-3	4%&-3%	-1&-4	26	0%&2%
O=C(/C=C/Nc1ccc(Br)cc1F)c1ccco1
    -2	1.8%	nt	-8%	3	-11%	-3	-10	-6%
Cc1cc(NC(=O)CN(C)S(=O)(=O)c2cnc[nH]2)ccc1Br
    3	-0.6%	-21	6%	-4	5%	0	-6	1%
O=C(COc1ccccc1F)NCC(c1ccco1)N1CCCC1 (stereo not drawn)
    3	2.4%	2	1%	-9	2%	-5	0	3%
Fc1ccc(Nc2nc3nonc3nc2Nc2cccc(C(F)(F)F)c2)cc1
    24	-0.4%	-37*	1%	-26	-7%	-3	-74*	2%
Oc1c(Br)cc(Br)cc1CNc1ccc(F)cc1
    3	1.5%	-39*	-15%	15	-5%	-5	-15	-13%
Cc1ccc(-c2ccccc2NC(=O)CCl)o1
    5	-0.3%	1	1%	-2	?	-2	-8	-8%
O=C(CN1CCCCC1)NNc1nc(-c2ccccc2)c2cc(Br)ccc2n1
    3	-0.2%	-9	10%	nt	1%	2	-16	1%
Cc1nc(=S)c2c([nH]1)-c1ccccc1CC21CCCCC1
    1	0.3%	15	-8%	7	-4%	2	-7	6%
CCOC(=O)c1c(NC(=O)CS(=O)(=O)c2cn(CC)c3ccccc23)sc2c1CCCCC2
    0	3.0%	22	-6%	10	-4%	-1	-1	0%
O=S(=O)(Nc1ccc2ccccc2n1)c1ccccc1
    0	-0.2%	4	-22%	nt	18%	6	4	-10%
CCN(C(=O)c1oc2ccc(S(=O)(=O)N3CCCCCC3)cc2c1C)c1ccccc1
    14	8.6%	-2	3%	-7	-3%	-2	-24	-4%
CCOc1ccc(Br)cc1S(=O)(=O)Nc1cccc(S(=O)(=O)Nc2ccccc2C(=O)O)c1
    nt	nt	nt	-3%	nt	-2%	nt	7	-8%
Cc1cccc(C)c1NC(=O)CSc1nc2ccccc2c2nc(CCc3c(C)n[nH]c3C)nn12
    2	4.6%	-46*	3%	-4	-3%	0	0	-2%
CCOC(=O)Cn1c(=O)oc2cc(S(=O)(=O)N(CCN(C)C)Cc3ccccc3)ccc21
    5	0.8%	-11	-3%	-8	-2%	7	-11	4%
COc1cccc(C(=O)OCC(=O)N2CCC(Cc3ccccc3)CC2)c1OC
    nt	nt	nt	0%	nt	-5%	nt	-8	4%
Cn1cc(Cl)c(C(=O)OCC(=O)Nc2nc(-c3ccc(Br)cc3)cs2)n1
    3	-0.6%	-6	11%	4	-4%	-4	-2	-1%
CC(C)(C)C(=O)/C(=C/c1ccncc1)n1cncn1
    3	0.5%	-2	4%	-2	-14%	5	?	?
CCn1ncc(C2=NOC(C(=O)Nc3cc(OC)c(Cl)cc3OC)C2)c1C (stereo not drawn)
    2	3.2%	3	-3%	8	1%	0	-2	2%
Cc1c(N2C(=O)CS/C2=N\N=C\c2ccccc2O)c(=O)n(-c2ccccc2)n1C
    0	-0.7%	-4	-1%	0	-1%	-1	12	-6%
CC(C)(C)c1nnc(NS(C)(=O)=O)s1
    nt	nt	nt	-19%	nt	0%	nt	-3	-1%
